From PubChem
LmPK inh – LmPK (Leishmania mexicana) enzyme inhibition | purified LmPK, Kinase-Glo ATP luminescence, 1 h | Potency, µM (doses to about 57.5 µM), for the others: at the highest dose activity change, negative = inhibition, usual class: inhibitors | 290,000 tested, 0.37% active; note: potency is the fitted concentration of half-maximal effect
Target sequence (Q27686 whole entry, looked up): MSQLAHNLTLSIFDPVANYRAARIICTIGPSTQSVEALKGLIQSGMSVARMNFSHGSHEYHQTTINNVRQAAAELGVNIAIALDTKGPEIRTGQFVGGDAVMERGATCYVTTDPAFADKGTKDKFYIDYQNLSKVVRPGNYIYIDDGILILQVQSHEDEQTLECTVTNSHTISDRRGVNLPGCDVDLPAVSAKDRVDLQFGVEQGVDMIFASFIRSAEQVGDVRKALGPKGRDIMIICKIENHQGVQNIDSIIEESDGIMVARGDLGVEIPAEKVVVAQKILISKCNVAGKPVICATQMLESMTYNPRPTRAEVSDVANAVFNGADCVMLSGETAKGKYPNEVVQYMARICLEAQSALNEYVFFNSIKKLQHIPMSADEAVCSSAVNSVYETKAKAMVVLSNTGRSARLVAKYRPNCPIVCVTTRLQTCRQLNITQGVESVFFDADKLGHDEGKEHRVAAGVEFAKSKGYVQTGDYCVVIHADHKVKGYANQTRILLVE
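qHTS format; LmPK 0.1 nM; substrates PEP 0.5 mM and ADP 0.1 mM. One-hour room-temperature incubation, then coupled luciferase luminescence; 0.5 nM enzyme wells mark activation.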
AmpC inh no detg – blocks E. coli AmpC beta-lactamase in detergent-free assay. 330,000 tested, 0.52% active. AmpC nitrocefin hydrolysis, absorbance 480 nm, 0.0001% Triton. Potency, µM (titrated, usually from 57.1 µM), for the others: top-dose activity change, negative = inhibition, usual class: inhibitors. AID 485341;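 note: potency is the fitted concentration of half-maximal effect; plate controls were no compound for no effect and no enzyme for full effect; nearly all actives have a fitted effect of over 20% in size; some results filed as inactive show a strong effect at the top dose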
Target sequence (P00811 whole entry, looked up): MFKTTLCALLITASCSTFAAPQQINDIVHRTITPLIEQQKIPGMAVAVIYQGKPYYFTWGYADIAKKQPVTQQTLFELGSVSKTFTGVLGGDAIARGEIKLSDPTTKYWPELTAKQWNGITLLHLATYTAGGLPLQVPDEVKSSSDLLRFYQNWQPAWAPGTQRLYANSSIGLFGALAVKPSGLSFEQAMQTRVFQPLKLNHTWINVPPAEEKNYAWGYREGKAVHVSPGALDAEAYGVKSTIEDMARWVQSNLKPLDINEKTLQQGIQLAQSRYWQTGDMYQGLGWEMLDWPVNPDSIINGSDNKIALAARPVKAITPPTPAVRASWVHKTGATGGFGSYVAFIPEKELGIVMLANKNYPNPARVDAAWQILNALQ
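20 mM phosphate pH 7.0 + 0.01% (detergent screen) or 0.0001% Triton X-100; 5.3 nM AmpC reagent; cpd preinc 15 min RT; nitrocefin (800 uM stock) to start; A480 q20 s × 4 min; Activity was normalised to no-enzyme and no-compound control wells.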
HCMV inh – human cytomegalovirus inhibition; HFF cells, HCMV-luciferase reporter, 72 h; hits give low values; 410,000 tested, 4.5% active; activity change, negative = inhibition, % at 57.5 µM; in the data active = activity change below about -60%; inconclusive = no clear call, values can overlap the other calls; inactive = above about -39%
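Screen run at 2 compound doses on HFFs infected with reporter HCMV, MOI 1 PFU/cell. Luciferase activity from cell lysates at 72 h post infection gave inhibition relative to buffer-only and Salinomycin wells.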
Sm TGR block – S. mansoni TGR enzyme inhibition; purified TGR, DTNB reduction, TNB absorbance 405 nm; Potency, µM (series often up to 114 µM), without a hit: at the highest dose activity change, negative = inhibition, hits mostly inhibitors; 360,000 tested, 3% active; note: potency is the fitted concentration of half-maximal effect; nearly all actives have a fitted effect of over 60% in size
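Kinetic colorimetric format: TGR-catalysed, NADPH-driven DTNB reduction monitored via TNB absorbance. Enzyme dispensed at 20 nM; compound exposure 15 min at room temperature before reaction start.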
AmpC inh detg – inhibitors of E. coli AmpC beta-lactamase with detergent | P00811 | AmpC hydrolysis of nitrocefin, absorbance 480 nm, 0.01% Triton | Potency, µM (titrated, usually from 114 µM), without a hit: at the top dose activity change, negative = inhibition, actives largely listed as inhibitors | 370,000 tested, 0.041% active | AID 485294;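 note: potency is the fitted concentration of half-maximal effect; 0% = no-compound wells and -100% = no-enzyme wells; nearly all actives have a fitted effect of over 25% in size; some results filed as inactive show a strong effect at the top dose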
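20 mM phosphate pH 7.0 + 0.01% (detergent screen) or 0.0001% Triton X-100; 5.3 nM AmpC reagent; cpd preinc 15 min RT; nitrocefin (800 uM stock) to start; A480 q20 s × 4 min; Activity was normalised to no-enzyme and no-compound control wells.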
AMA1 RON2 block – disrupts binding of P. falciparum AMA1 to RON2; Potency, µM (doses to about 58.2 µM), without a hit: at the top dose activity change, negative = inhibition, most hits filed as inhibitors; 360,000 tested, 0.2% active; AID 720542; AlphaScreen AMA1-biotinylated RON2 peptide binding;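 note: potency is the fitted concentration of half-maximal effect; 0% = vehicle wells and -100% = peptide control; nearly all actives have a fitted effect of over 45% in size; some results filed as inactive show a strong effect at the top dose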
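AMA1 (3D7) with his tag at 25 nM final met compounds first, then biotinylated RON2 peptide at 25 nM; detection used donor plus acceptor beads, 10 µg/mL apiece, read by AlphaScreen after 30 min at room temperature.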
Tb PYK inh – T. brucei pyruvate kinase inhibition; Q57TT1; TbPYK enzyme, Kinase-Glo Plus ATP luminescence, 45 min; Potency, µM (top dose mostly 76.8 µM), without a hit: at the highest dose activity, negative = inhibition, hits mostly inhibitors; 410,000 tested, 0.12% active; note: potency is the fitted concentration of half-maximal effect; nearly all actives have a fitted effect of over 50% in size
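T. brucei PYK with substrate was exposed to pin-transferred compounds across a concentration series, then started with 130 uM ADP (final). After 45 min at room temperature, Kinase-Glo Plus luminescence was read, normalized and curve-fitted.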
* hit, by the source's call; ? = inconclusive; / = no result given; & = joins results of further samples; [ ] = another dose, or the depositor's remark. Unless noted, calls come from the whole dose curve; as a rule, active = well fitted curve in the direction sought with a large enough effect; inconclusive = small, poorly fitted or top-dose-only effect, or another doubt; inactive = no such curve, though single readings can be large; an effect the other way counts as inactive or inconclusive. Unless noted, % is set by controls: 0 for no effect and ±100 for the full control effect.

SMILES | LmPK inh | AmpC inh no detg | HCMV inh | Sm TGR block | AmpC inh detg | AMA1 RON2 block | Tb PYK inh
CCOc1ccc(NC(=O)[C@@H](NC(=O)c2ccccc2Br)C(C)C)cc1 | 10% | 5% | 26 | 1% | -3% | 11% | -2%
COc1ccc(NC(=S)Nc2ccc(N)c([N+](=O)[O-])c2)cc1 | -6% | -33% | 45 | -35% | -10% | -2% | -5%
CC(C)[C@H](NC(=O)c1ccccc1)C(=O)OCC(=O)c1c(N)n(C)c(=O)n(C)c1=O | / | -29% | -14 | / | / | -3% | -8%
Cc1[nH]c2ccc(C(=O)NCCCN3CCOCC3)cc2c1C | 4% | -3% | 31 | 2% | 0% | -5% | -2%
CC1(C)CC(=O)C=C(c2ccc(-c3cccc(C(N)=O)c3)cc2)C1=O | / | / | 12 | / | / | 2% | 6%
O=C(Nc1ccccc1)c1cc(C2CCCCN2S(=O)(=O)Cc2cccc(C(F)(F)F)c2)on1 (stereo not drawn) | / | / | 1 | / | / | 13% | -3%
O=C(N/N=C/c1c[nH]c2c1ccc1ccccc12)c1ccc([N+](=O)[O-])cc1 | -3% | -27% | -13 | 6% | -3% | 25% | -4%
COc1ccc(-n2c(-c3ccc(F)cc3)cn3c4c(=O)n(C)c(=O)n(C)c4nc23)cc1 | / | / | 25 | 4% | -3% | / | -5%
CCOC(=O)Nc1ccccc1C(=O)Nc1cc(C)cc(C)c1 | 1% | -16% | -26 | 12% | -13% | -9% | 1%
O=C(NNC(=S)Nc1ccc(F)cc1)[C@H]1C[C@@H]1c1ccccc1 | -9% | -49% | -1 | 6% | -8% | 104%[activator] | 2%
COc1ccc(-c2cc(C(=O)N3CCCc4ccccc43)no2)cc1OC | -1% | 87%[activator] | 43 | -9% | -9% | 23% | 15%
COc1ccc(CCNC(=O)c2ccc(C)s2)cc1OC | 0% | -21% | -33 | / | -8% | -1% | -1%
Cc1cc(-c2cc(-c3ccc(Cl)cc3)nc(N)c2C#N)co1 | -3% | -37% | 19 | 3.2µM* | 1% | 6% | ?
COc1ccccc1N1CCN(/N=C\c2sccc2C)CC1 | -5% | -5% | -39 | 3% | ? | 13µM* | -1%
O=C(c1ccc(S(=O)(=O)N2CCCC2)cc1)N1CCCCC1 | / | -6% | -15 | 3% | -8% | -11% | -2%
C[C@H](CO)N1C[C@H](C)[C@@H](CN(C)C(=O)Nc2ccc(C(F)(F)F)cc2)Oc2c(NC(=O)CCC(F)(F)F)cccc2C1=O | / | 175%[activator] | -15 | / | / | 75%[activator] | 9%
COc1ccc(-c2cc3c(=O)n(CC(=O)Nc4ccccc4C(F)(F)F)ccn3n2)cc1OC | / | / | 5 | 3% | 15% | / | 4%
CCc1ccc(OCC(=O)NNC(=S)NC(=O)C2CC2)c(Br)c1 | -12% | -27% | -33 | -21% | -9% | 88%[activator] | -18%
CN(C)c1ccc(C2CC(=O)C=C(Nc3ccccc3N)C2)cc1 (stereo not drawn) | 1% | -4% | 1 | -12% | -1% | -15% | -11%
COc1ccc(-n2cnnc2SCc2csc(-c3ccccc3)n2)cc1 | 1% | 26% | 8 | 5% | -9% | 9% | -5%
CCn1c(O)c(N=NC2=NC(=O)CS2)c2ccccc21 | -1% | -39% | -15 | 0% | -5% | -8% | -1%
COc1ccc(S(=O)(=O)NC(=O)C2(C)CCN2C(=O)COc2ccc(Cl)cc2)cc1OC (stereo not drawn) | / | / | -5 | / | / | -4% | -2%
Nc1nc(SCC(=O)Nc2ccccc2-c2ccccc2)n[nH]1 | 3% | -15% | 30 | 1% | -3% | -2% | 5%
O=C(Nc1nc2c(s1)CCCC2)c1ccc(Br)s1 | -7% | -35% | ? | 7% | ? | -14% | -9%
Cc1cccc(NC(=S)N2CCC(NC(=O)c3cccc(F)c3)CC2)c1 | -4% | -18% | 43 | 2% | -10% | -18% | -9%
CCOc1ccc(NC(=O)CS(=O)(=O)Cc2nc(-c3ccc(C)cc3)oc2C)cc1 | / | / | -22 | -2% | 8% | / | -2%
CCCCN(C)CCCNC(=O)CN1C(=O)CSc2ccc(S(=O)(=O)N3CCOCC3)cc21 | 3% | -1% | -1&-27 | -2%&-6% | 5%&-13% | 0% | 5%&0%
O=C(Nc1cccc(C(F)(F)F)c1)C(Sc1ncnc2ccccc12)c1ccccc1 (stereo not drawn) | -1% | -57% | 32 | -17% | -2% | 5% | -2%
O=C(CSc1ccccc1F)NC(=O)c1ccccc1Br | / | -26% | -36 | / | / | -18% | -5%
COC(=O)Cc1ccc(OC2(C)CCN(Cc3csc4ccccc34)C2)cc1 (stereo not drawn) | / | / | -22 | / | / | -9% | -2%
O=C(Nc1ccccc1-c1nnn(CC(=O)N2CCOCC2)n1)c1ccc(F)cc1 | 3% | 38% | 10 | / | ? | 4% | 0%
Cc1cnc(NC(=O)C2(C)CCN2C(=O)C(C)C)s1 (stereo not drawn) | / | / | 24 | / | / | -6% | -9%
COC(=O)CCN1CCN(S(=O)(=O)c2cccc(Br)c2)CC1 | 2% | 1% | ? | 2% | -13% | 1% | 1%
COC(=O)c1cc2occc2n1Cc1nc(-c2ccc(Cl)cc2)oc1C | 4% | -11% | -22&29 | -26%&-27% | 5%&0% | 4% | -7%&1%
CCSc1nnc(NC(=O)CC)s1 | 3% | -17% | 118 | -26% | -8% | 0% | 2%
O=C1CN(C(=O)CSc2nc3ccccc3n2CCc2ccccc2)c2ccccc2N1 | -7% | 34% | -60* | -3% | 4% | -17% | -12%
Cc1ccc(S(=O)(=O)CC(=O)N(C)C)cc1 | 2% | -6% | 24 | -6% | -15% | -2% | -5%
Cc1nn(C)cc1CNC(=O)c1ccccc1Br | -7% | -4% | -5 | -3% | -7% | -1% | -15%
CCCN(C(=O)c1cccs1)c1c(N)n(Cc2ccccc2)c(=O)[nH]c1=O | / | -4% | 2 | -2% | -12% | -3% | -7%
COc1ccc(-n2ncc3c2ncn2nc(Cc4ccccc4)nc32)cc1 | / | / | -11 | 12% | 12% | / | 0%

Entries of single compounds as entered above. Values in the order: LmPK inh	AmpC inh no detg	HCMV inh	Sm TGR block	AmpC inh detg	AMA1 RON2 block	Tb PYK inh
Listed for O=C(Nc1ccccc1)c1cc(C2CCCCN2S(=O)(=O)Cc2cccc(C(F)(F)F)c2)on1 (stereo not drawn) = /	/	1	/	/	13%	-3%
Listed for O=C(Nc1nc2c(s1)CCCC2)c1ccc(Br)s1 = -7%	-35%	?	7%	?	-14%	-9%
Listed for CC(C)[C@H](NC(=O)c1ccccc1)C(=O)OCC(=O)c1c(N)n(C)c(=O)n(C)c1=O = /	-29%	-14	/	/	-3%	-8%
Listed for CCn1c(O)c(N=NC2=NC(=O)CS2)c2ccccc21 = -1%	-39%	-15	0%	-5%	-8%	-1%
Listed for COc1ccc(NC(=S)Nc2ccc(N)c([N+](=O)[O-])c2)cc1 = -6%	-33%	45	-35%	-10%	-2%	-5%

Further records:
SMILES | LmPK inh | AmpC inh no detg | HCMV inh | Sm TGR block | AmpC inh detg | AMA1 RON2 block | Tb PYK inh
CCC(C)N(C(=O)COC(=O)c1ccc(N)c([N+](=O)[O-])c1)C1CCS(=O)(=O)C1 (stereo not drawn) | / | / | 48 | / | / | -11% | -11%
Clc1ccc(OCc2cnc(Cl)s2)cc1 | -5% | -20% | -13 | -26% | -9% | 23% | -8%
COc1ccc(/C=N/NC(=S)Nc2c(C)n(C)n(-c3ccccc3)c2=O)cc1OC | 2% | -10% | 4 | -18% | -4% | 56%[activator] | -18%
COc1ccc(/C=C\c2onc(C)c2S(=O)(=O)N2CCC(C(=O)Nc3ccc(C)cc3C)CC2)cc1 | / | / | -24 | 5% | 3% | / | -4%
CSc1nc(C)cc(SCC(=O)Nc2ccc(Cl)cc2Cl)n1 | 1% | -49% | 19 | -1% | -2% | 4% | -4%
COc1ccc(-n2c(C)nn(C)c2=O)cc1 | -1% | -19% | 15 | 2% | 0% | 3% | -1%
O=C(NC1CC(=O)N(c2ccc(F)cc2)C1)C1CC1 (stereo not drawn) | / | / | 27 | 7% | 3% | / | 2%
COc1ccccc1CNC(=O)C1(C)CCN1Cc1ccc2ccccc2c1 (stereo not drawn) | / | / | 104 | / | / | -18% | -2%
Cc1cc(C)n2nc(SCC(=O)Nc3ccccc3F)nc2n1 | / | -14% | ? | 0% | 0% | 4%[11.6 µM] | -3%
COCCCn1c(SCCc2ccccc2)nc2cc(OC)c(OC)cc2c1=N | -3% | 213%[activator] | -18 | -6% | -12% | 0% | 7%
CN(Cc1cccnc1)Cc1cn(C)nc1-c1cccc(Cl)c1 | 6% | 1% | -3 | 1% | 6% | 0% | 6%
CC1CCCN(C(=O)CSc2nnc3ccccn23)C1 (stereo not drawn) | / | -1% | 8 | -7% | ? | -11% | 0%
O=[N+]([O-])c1cccc(C2Nc3ccccc3CO2)c1 (stereo not drawn) | / | / | 2 | / | / | -9% | 0%
CCOC(=O)c1cc(-c2ccc(OC)c(S(=O)(=O)N3CCN(c4ccccc4)CC3)c2)on1 | / | / | -10 | 8% | 2% | / | 3%
CC(C)Cn1c(C(C)C)nc([N+](=O)[O-])c1S(=O)(=O)c1ccc(F)cc1 | 5% | 14% | -72* | 1.8µM* | 3% | -17% | 1%
CCN(CC)CCNC(=O)c1c(O)c2cccc3c2n(c1=O)CCC3 | 1% | 44% | -29 | 0% | ? | -12% | 1%
Cc1ccc(Cn2cccc(NC(=O)c3ccco3)c2=O)cc1 | 1% | -7% | 12 | ? | -13% | -17% | -3%
CCCS(=O)(=O)N1CCN(C(=O)c2ccccc2F)CC1 | 4% | -4% | 36 | -15% | -11% | 20% | 1%
C[C@@H]1CN([C@H](C)CO)C(=O)c2cc(NC(=O)Nc3ccc(C(F)(F)F)cc3)ccc2O[C@H]1CN(C)S(=O)(=O)c1cccs1 | / | 43% | -19 | / | / | 6% | 4%
Cc1c2cnn(-c3ccccc3)c(=O)c2c(C)n1CCCC(=O)Nc1ccc(F)cc1F | / | / | -8 | ? | 2% | / | 1%
Cc1ccc(NC(=O)C(=O)NCC(c2cccnc2)N2CCN(C)CC2)cc1F (stereo not drawn) | / | / | -20 | 1% | 5% | / | -1%
O=C(Nc1ccc(Cl)cc1)N1CCC(CN2CCCC2)CC1 | / | / | -15 | -12% | 0% | / | 14%
COc1ccccc1N(C)S(=O)(=O)c1ccc(Cl)c(C(=O)N2CCC2)c1 | / | 18% | -31 | -9% | 0% | 9% | 5%
COc1ncnc2c1ncn2CCCNCc1ccc(C)o1 | / | / | -24 | / | / | 0% | -2%
CCCCC[C@H](C)N1C[C@@H](COCc2ccccc2)Oc2cc(N3CC[C@@H](N(C)C)C3)ccc2S1(=O)=O | / | / | -95* | / | / | ? | 1%
